High-throughput results (PubChem BioAssay)
MEKK3 PB1 HTS – modulators of MEKK3-MEK5 PB1 binding, primary screen, biochemical, wildtype MEKK3, multiplex bead flow cytometry, Alexa488-MEK5 | AID 1529, 2009 | Mitogen-activated protein kinase kinase kinase 3 (Homo sapiens), Q99759 | bead-based flow cytometry, Alexa488-MEK5 binding to MEKK3; actives lie on both sides; 0 = blocked by unlabeled MEK5, 100 = vehicle | 290,000 compounds, 1.4% hits | binding response (% of control), % at 10 µM;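 active means binding response more than 3 SD above or below the average of its plate-row segment, actives on both sides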;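 further: Alexa488 bead fluorescence after subtracting the streptavidin-only scavenger bead signal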
Target sequence (Q99759 whole entry, looked up): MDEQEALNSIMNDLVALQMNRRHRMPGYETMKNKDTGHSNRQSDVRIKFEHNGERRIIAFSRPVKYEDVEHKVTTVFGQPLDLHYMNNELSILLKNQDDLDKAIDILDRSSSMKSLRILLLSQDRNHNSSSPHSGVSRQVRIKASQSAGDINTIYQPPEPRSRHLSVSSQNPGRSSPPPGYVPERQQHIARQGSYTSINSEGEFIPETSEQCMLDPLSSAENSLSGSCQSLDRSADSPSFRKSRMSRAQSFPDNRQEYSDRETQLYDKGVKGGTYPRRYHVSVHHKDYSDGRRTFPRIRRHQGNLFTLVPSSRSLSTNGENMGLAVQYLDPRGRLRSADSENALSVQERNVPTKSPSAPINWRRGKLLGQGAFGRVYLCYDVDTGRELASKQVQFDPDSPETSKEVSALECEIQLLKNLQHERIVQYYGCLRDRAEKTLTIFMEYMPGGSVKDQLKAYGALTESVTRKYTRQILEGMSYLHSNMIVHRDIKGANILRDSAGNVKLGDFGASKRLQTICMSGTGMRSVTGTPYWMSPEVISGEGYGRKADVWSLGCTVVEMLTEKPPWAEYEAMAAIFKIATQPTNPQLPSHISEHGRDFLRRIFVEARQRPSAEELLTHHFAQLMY
MEKK2mut PB1 HTS – MEK5 binding signal on mutant MEKK2 PB1, primary screen, biochemical, multiplex bead flow cytometry, Alexa488-MEK5; 290,000 compounds, 0.35% hits; percent response, % at 10 µM; Alexa488-MEK5 binding to MEKK2 mutant; in the data active means percent response above about 24%, passing the limit was not always enough; further: inactives centre near 1; some results filed as inactive read as strong as hits
MEKK2wt PB1 HTS – modulators of MEK5 binding to wildtype MEKK2, primary screen, biochemical, multiplex bead flow cytometry, Alexa488-MEK5; Mitogen-activated protein kinase kinase kinase 2 (Homo sapiens), Q9Y2U5; Alexa488-MEK5 binding to MEKK2 WT; actives lie on both sides; binding response (% of control), % at 10 µM; 290,000 compounds, 1.1% hits; in the data active means binding response below about 67% or above about 130%
HCV NS3 hel inh – inhibitors of HCV NS3 helicase, primary screen, biochemical, Cy5 molecular beacon fluorescence; Hepatitis C virus NS3 helicase; NS3 helicase DNA unwinding; inhibition, % at 10.9 µM; 290,000 compounds, 0.56% hits; AID 1800, 2009;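 active means inhibition above the mean of all tested compounds plus 3 SD, set per campaign, cut at about 35% in these data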;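 further: 0% = DMSO wells and 100% = thioflavine S control wells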
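Control set: DMSO versus 110 µM thioflavine S; Material: NS3 helicase fragment of HCV; Measured by: Cy5 fluorescence at 0 and 60 min, beacon hairpin quenching; Read-out basis: percent inhibition from t60/t0 fluorescence ratio; Times: reaction time 60 min, 25 °C; Repeats: single replicate; Compound dosing: single dose, 10.9 µM nominal final, DMSO 0.8% final.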
CRFR2-BP antag – antagonists of CRF-BP/CRF-R2 complex, primary screen, cell-based, HEK293, calcium dye fluorescence, uHTS. inhibition, % at 11.8 µM. CRF-induced calcium fluorescence. 350,000 compounds, 0.59% hits. AID 588475, 2011;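 active means inhibition of the ligand-induced calcium signal above about 50% at the single tested concentration, limit read from the data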
CRFBP-R2 agonist – agonists of CRF-BP/CRF-R2 complex, primary screen, cell-based, HEK293, calcium dye fluorescence, uHTS. AID 588473, 2011. activation, % at 13.2 µM. calcium dye fluorescence (FLIPR); percent of saturating CRF peptide response. 350,000 compounds, 0.46% hits. CRF-binding protein / CRF receptor 2 complex (human);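 active means activation of at least 50%, plus an integration ratio under a set limit after plate pattern correction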;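 further: plate controls were neutral control wells without compound for no effect and CRF at EC100 for full effect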
FID counter – compounds displacing fluorescent DNA intercalator, primary screen, artefact control for HCV NS3 helicase inhibitor project, biochemical, FID fluorescence; DNA fluorescent intercalator displacement; 290,000 compounds, 0.17% hits; AID 1845, 2009; inhibition, % at 7.9 µM; in the data active means inhibition above about 37%;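 further: 0% = vehicle and 100% = reference compound; higher means more ethidium bromide displaced from hairpin DNA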
UBC9 SUMO inh – inhibitors of in vitro SUMOylation cascade, primary screen, biochemical, HTRF, uHTS; SUMO-conjugating enzyme UBC9 (Homo sapiens), P63279; 290,000 compounds, 0.36% hits; HTRF SUMOylation assay, SAE1/SAE2 + UBC9; inhibition, % at 35 µM; in the data active means inhibition above about 50%, passing the limit was not always enough; further: strong numbers were not always called active
Target sequence (P63279 whole entry, looked up): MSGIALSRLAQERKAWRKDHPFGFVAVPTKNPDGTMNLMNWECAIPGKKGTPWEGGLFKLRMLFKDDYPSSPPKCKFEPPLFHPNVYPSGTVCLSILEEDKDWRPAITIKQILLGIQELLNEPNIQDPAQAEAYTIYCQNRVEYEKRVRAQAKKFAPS
GalR3 antagonist – GalR3 antagonists in HEK293 cells, primary screen, cell-based, fluorescence readout. Galanin receptor type 3 (Homo sapiens), O60755. HEK293 GalR3-CNG cAMP membrane potential fluorescence; galR3 body fused to GalR1 C-terminus. inhibition, % at 3 µM. 360,000 compounds, 0.44% hits;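 active means inhibition above the screen-wide average plus 3 SD, cut at about 13% in these data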;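 further: forskolin and galanin both at EC90 stimulate the cells; cAMP rise reported by CNG channel membrane potential dye signal; 0% = forskolin plus galanin with DMSO and 100% = forskolin alone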
Target sequence (O60755 1-299 limits assumed): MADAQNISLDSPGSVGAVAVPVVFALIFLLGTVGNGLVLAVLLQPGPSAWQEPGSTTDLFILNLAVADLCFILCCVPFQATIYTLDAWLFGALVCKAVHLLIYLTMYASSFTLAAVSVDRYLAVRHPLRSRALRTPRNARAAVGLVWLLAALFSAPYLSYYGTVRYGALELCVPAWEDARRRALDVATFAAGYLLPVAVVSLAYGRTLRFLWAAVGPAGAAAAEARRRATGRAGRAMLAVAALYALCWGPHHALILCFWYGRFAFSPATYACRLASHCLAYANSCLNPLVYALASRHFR
* = called active by the depositor; / = no result given; [ ] = another dose, or the depositor's remark. An excerpt. The share of hits here may be higher or lower than overall.

SMILES	MEKK3 PB1 HTS	MEKK2mut PB1 HTS	MEKK2wt PB1 HTS	HCV NS3 hel inh	CRFR2-BP antag	CRFBP-R2 agonist	FID counter	UBC9 SUMO inh	GalR3 antagonist
OC(COc1ccccc1Br)CN1CCNCC1 (centres undefined)	100	4	104	-11	2	1.9	1	-8	-10
CC(C)C[C@H]1CN=C(Nc2ccccc2)N1CC1CCC1	101	-1	107	-11	-1	-0.1	-4	0	-9
CCOC(=O)c1[nH]c(CN2CCN(c3ccc(OC)cc3)CC2)c(C(=O)OCC)c1C	101	4	105	-30	-31	9.4	2	-3	-6
CCOCCCNC(=O)C1CCCCN1S(=O)(=O)c1ccc(F)cc1 (centres undefined)	99	2	101	-2	1	-1.2	0	5	-5
COc1cccc(CC(=O)N[C@@H](CCSC)c2nc3ccccc3[nH]2)c1	99	-7	93	1	-14	-4.9	-5	10	0
CC(O)c1nc2ccccc2n1CC(=O)N1CCN(c2ccccc2)CC1 (centres undefined)	106	0	104	-4	7	7.5	1	28	11
Cc1c(C(C)NC(=O)Nc2ccc(F)cc2F)cnn1C (centres undefined)	100	-11	94	-4	-8	3.1	1	-11	-5
C#CCSc1n[nH]c(=O)n1-c1cccc(C(F)(F)F)c1	91	-15	90	5	-8	-0.2	-1	11	-1
CCCC(=O)Nc1cc2c3c(c1)C(C)C(=O)N3CCC2 (centres undefined)	101	0	97	2	1	-1.2	-5	15	-7
CCOC(=O)N1CCC(NC(=O)CN2C(=O)CCSc3ccccc32)CC1	112	3	107	-3	7	-1.2	-12	21	2
O=C(c1ccc(Cl)cc1)N1CCCC(C(=O)N2CCCCC2)C1 (centres undefined)	99	4	101	10	-7	-2.1	-22	8	-8
O=C(c1cc2cc(Cl)ccc2oc1=O)N1CCOCC1	103	4	104	-2	-17	-0.2	2	14	0
CCOC(=O)c1c(C)[nH]c(C)c1C(=O)COC(=O)/C=C/c1cccc(C(F)(F)F)c1	90	-1	102	-3	-15	0.3	-19	-15	-2
Cc1cc(NS(=O)(=O)c2ccc(NC(=O)CN3C(=O)c4ccccc4C3=O)cc2)nc(C)n1	104	0	102	-4	7	2.5	2	-1	-2
CCOC(=O)c1[nH]c2ccccc2c1NC(=S)Nc1ccccc1	104	-3	101	-9	11	-3.8	0	-4	5
COc1cccc(C(=O)Nc2nnc(SCC(=O)NC3CC3)s2)c1	102	0	101	-3	12	2.6	-11	-9	-7
CCCOc1ccc(-c2c(C(=O)N/N=C/c3ccncc3)nnn2-c2nonc2N)cc1	100	3	98	-4	-28	0.1	-16	-1	0
O=C(COc1ccc(Cl)cc1)NCC(=O)N/N=C/c1cccs1	97	-1	100	-6	8	-1.9	-8	-8	-10
CCOc1cc(C(=O)N(C)Cc2cc3cc(OC)ccc3[nH]c2=O)cc(OCC)c1OCC	106	9	102	1	-7	-1.3	-26	-12	-3
Cc1cccc(NC(=O)CSc2nc(C)nc3c2c(=O)n(C)c(=O)n3C)c1	110	13	110	0	-24	-0.7	0	9	/
COc1ccc(C)cc1NC(=O)C(=O)N/N=C(\C)CC(=O)Nc1cccnc1	105	-2	100	2	-4	0.8	-18	10	-3
O=C(CN1C(=O)c2ccccc2S1(=O)=O)NCCSCc1c(F)cccc1Cl	104	5	101	-2	-3	-1.6	-34	3	-6
CS(=O)(=O)c1ccc2nc(NC(=O)c3ccc(NS(=O)(=O)c4cccc([N+](=O)[O-])c4)cc3)sc2c1	83	-9	82	-12	9	-2.4	1	-4	-2
O=C(Nc1ccc(N2CCOCC2)c(S(=O)(=O)Nc2cc(Cl)ccc2Cl)c1)c1cccnc1	100	0	86	-18	-9	-2.6	-23	-8	-6
Cc1ccccc1Sc1c(C#N)c(-c2ccccc2)nn1C	101	3	101	-1	43	1.4	-2	32	-9

A second format for 3 compounds above.
Sequence of screens – MEKK3 PB1 HTS | MEKK2mut PB1 HTS | MEKK2wt PB1 HTS | HCV NS3 hel inh | CRFR2-BP antag | CRFBP-R2 agonist | FID counter | UBC9 SUMO inh | GalR3 antagonist
CCOC(=O)c1[nH]c2ccccc2c1NC(=S)Nc1ccccc1
    104 | -3 | 101 | -9 | 11 | -3.8 | 0 | -4 | 5
COc1cccc(C(=O)Nc2nnc(SCC(=O)NC3CC3)s2)c1
    102 | 0 | 101 | -3 | 12 | 2.6 | -11 | -9 | -7
CCCOc1ccc(-c2c(C(=O)N/N=C/c3ccncc3)nnn2-c2nonc2N)cc1
    100 | 3 | 98 | -4 | -28 | 0.1 | -16 | -1 | 0

Remaining list, next part.
SMILES	MEKK3 PB1 HTS	MEKK2mut PB1 HTS	MEKK2wt PB1 HTS	HCV NS3 hel inh	CRFR2-BP antag	CRFBP-R2 agonist	FID counter	UBC9 SUMO inh	GalR3 antagonist
O=C(CCN1C(=O)c2ccccc2S1(=O)=O)Nc1ccc2c(c1)OCCO2	80	-6	88	0	-1	-0.7	-8	0	-2
Cc1nn(-c2ccccc2)c(C)c1/C=C/C(=O)OCC(=O)Nc1ncc(Cl)cc1Cl	96	-1	97	7	-8	0.5	-11	1	-4
COC(=O)c1cc(S(=O)(=O)NCC2CCN(CCc3cccs3)CC2)c[nH]1	99	0	111	-5	-7	1.6	-2	-10	-9
COc1cccc(N2CCN(S(=O)(=O)c3ccc4c(c3)NC(=O)C(C)C(=O)N4)CC2)c1 (centres undefined)	99	2	103	-1	-8	-0.9	-32	16	-2
Cc1ccc(NC(=S)N(CCN(C)C)C(C)c2ccco2)cc1C (centres undefined)	106	0	113	14	-19	-1.5	4	3	-6
CN(C)CC(=O)Nc1ccc(S(N)(=O)=O)cc1	93	-6	94	1	11	9.3	0	1	2
O=C(O)c1cc(-c2ccccc2)n(-c2ccc(Cl)cc2)n1	103	-1	98	10	-1	-2.2	-31	4	-6
O=C(/C=C/c1cccc(C(F)(F)F)c1)Nc1cccc(C(F)(F)F)c1	73	3	123	-14	2	1.7	2	8	-9
CCCOc1ccc2nc(C)c(CCC)c(SC(=N)N)c2c1	93	-4	96	8	-27	-0.4	4	9	-6
COC(=O)c1cc(OC)c(OC)cc1NC(=O)Cc1cccs1	5.0*[inhibitor]	-46	7.0*[inhibitor]	0	1	5.8	-26	21	-6
CCN(CC)c1ccc(C(=S)NCc2ccccc2)cc1	109	5	102	5	-3	0.6	0	2	3
C#Cc1ccc([C@@H]2C=C(C(=O)NC3CC3)O[C@H](OCc3ccc(CO)cc3)C2)cc1	108	5	109	/	8	-0.2	/	/	-3
COc1ccc2oc(C(=O)NCCC(C)C)c(C)c2c1	108	5	104	5	79*	1.3	-20	16	-2
CCc1nnc(NC(=O)c2ccc3nc(CC)c(CC)nc3c2)s1	56	1	69	-2	-64	-1.2	-8	6	-1
CCc1cc2c(=O)oc(-c3ccc(Br)cc3)nc2s1	94	-7	94	23	9	13	-6	-2	-1
C=CCOc1ccc(C2/C(=C(/O)c3ccc4c(c3)CC(C)O4)C(=O)C(=O)N2CCCN2CCOCC2)cc1 (centres undefined)	107	3	103	20	-20	-0.2	-34	5	-4
CC(C)C(Nc1ccc(C(F)(F)F)cc1[N+](=O)[O-])C(=O)O (centres undefined)	100	-1	99	2	24	-0.2	-4	9	2
COc1ccc(NC(=S)NCCc2ccccc2)c(OC)c1	99	5	96	-2	35	1.6	-9	12	-10
c1ccc(-c2nnnn2CCOCCn2nnnc2-c2ccccc2)cc1	104	5	103	5	-1	-1.4	-7	-5	-4
C=C(C)CNC(=S)NNC(=O)c1ccc(Br)cc1	97	9	119	0	11	-0.8	-5	-3	2
Cc1cc(C)cc(NC(=O)c2ccc(N3C(=O)C4CCCCC4C3=O)cc2)c1 (centres undefined)	102	6	102	16	75*	-1.0	-32	4	-2
O=C(O)CCC(NS(=O)(=O)c1ccc(-c2ccccc2)cc1)C(=O)O (centres undefined)	100	1	97	-4	-1	-1.8	-10	10	-5
CCc1ccc(Nc2ccc(C(=O)O)cc2[N+](=O)[O-])cc1	108	7	112	-9	10	1.1	-21	1	-9
Cc1ccc(C(=O)N/N=C\c2ccncc2)s1	99	2	101	6	4	-1.3	-4	20	1
COc1ccc(OC)c(-c2csc(NC(=O)c3ccccc3F)n2)c1	100	3	102	-2	-7	1.1	-11	34	-2
SMILES	MEKK3 PB1 HTS	MEKK2mut PB1 HTS	MEKK2wt PB1 HTS	HCV NS3 hel inh	CRFR2-BP antag	CRFBP-R2 agonist	FID counter	UBC9 SUMO inh	GalR3 antagonist
Cc1ccccc1/C(N)=N/OC(=O)c1ccc(F)cc1	86	-11	86	5	-5	-0.8	1	2	8
CC1CCN(C(=O)CN(CCc2ccccc2)S(C)(=O)=O)CC1	102	-3	103	3	-9	0.2	-15	7	-2
CCC(CC)C(=O)N1CCN(Cc2nc3ccccc3c(=O)[nH]2)CC1	107	2	102	0	-22	-1.5	-5	8	-5
Fc1ccc2c(c1)C1C=CCC1C(c1cc3c(cc1Br)OCO3)N2 (centres undefined)	103	-1	99	0	-43	1.3	-2	28	0
O=C(O)c1ccc(N2C(=O)CC(N3CCN(c4ccc(Cl)cc4)CC3)C2=O)cc1 (centres undefined)	101	10	104	16	-2	1.7	-21	-2	-6
CC(CC(=O)Nc1ccc2c(c1)OCO2)c1ccccc1 (centres undefined)	103	7	107	-7	-14	0.8	-1	9	-6
CCOC(=O)COc1nc(-c2ccco2)cc(-c2ccco2)c1C#N	106	5	101	9	15	0.9	-9	78	-4

6 compounds already listed, ordered by the value under UBC9 SUMO inh, falling:
SMILES | UBC9 SUMO inh
CCOC(=O)COc1nc(-c2ccco2)cc(-c2ccco2)c1C#N | 78
Fc1ccc2c(c1)C1C=CCC1C(c1cc3c(cc1Br)OCO3)N2 (centres undefined) | 28
CC(CC(=O)Nc1ccc2c(c1)OCO2)c1ccccc1 (centres undefined) | 9
CCC(CC)C(=O)N1CCN(Cc2nc3ccccc3c(=O)[nH]2)CC1 | 8
CC1CCN(C(=O)CN(CCc2ccccc2)S(C)(=O)=O)CC1 | 7
O=C(O)c1ccc(N2C(=O)CC(N3CCN(c4ccc(Cl)cc4)CC3)C2=O)cc1 (centres undefined) | -2

Random excerpt: 2 compounds from above
SMILES	MEKK3 PB1 HTS	MEKK2mut PB1 HTS	MEKK2wt PB1 HTS	HCV NS3 hel inh	CRFR2-BP antag	CRFBP-R2 agonist	FID counter	UBC9 SUMO inh	GalR3 antagonist
CC(CC(=O)Nc1ccc2c(c1)OCO2)c1ccccc1 (centres undefined)	103	7	107	-7	-14	0.8	-1	9	-6
CC1CCN(C(=O)CN(CCc2ccccc2)S(C)(=O)=O)CC1	102	-3	103	3	-9	0.2	-15	7	-2
